# Bioassay records deposited in PubChem by several laboratories.
# SUMO1-SIM PPI: modulators of human SUMO1-mediated protein-protein interactions; inhibition, % at 20 µM; SUMO1 binding to a labelled peptide, TR-FRET, 1 h; hit rate 0.33% among 360,000; in the data active means inhibition above about 37%
# LMPTP inh: LMPTP (human) inhibition. P24666. recombinant LMPTP-A, OMFP fluorogenic substrate, fluorescence intensity. inhibition, % at 20 µM. hit rate 0.22% among 360,000;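 active means compounds that cut the enzyme signal by at least half of the control window in the single-dose screen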;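 further: plate controls were DMSO wells with enzyme plus substrate for no effect and substrate without enzyme for full effect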
#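 material = LMPTP-A | quantity = 0.625 nM enzyme | reagent = OMFP substrate, 400 µM final | buffer or medium = Bis-Tris pH 6.0, DTT, detergent | detection = endpoint fluorescence intensity from OMFP dephosphorylation | dosing = single 20 µM dose | read-out basis = % inhibition relative to no-enzyme and uninhibited control wells | control set = no-enzyme and uninhibited controls | timing = 50 min at room temperature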
# Scp-1 inhibitor: inhibitors of human Scp-1 phosphatase; Recombinant Scp1, phosphopeptide, malachite green phosphate absorbance; AID 493091; hit rate 0.88% among 340,000; Q9GZU7; inhibition, % at 20 µM;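 active means inhibition above about 50% at 20 µM, limit read from the data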;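 further: plate controls were DMSO wells with enzyme for no effect and wells lacking enzyme for full effect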
#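 Test system: SCP-1 phosphatase catalytic domain, residues 76-261; measured by: colorimetric phosphate reagent with accelerator and stabiliser, absorbance at 630 nm; timing: enzyme reaction 45 min at room temperature, colour 5 min, stabilisation 30 min; also added: Phosphorylated 17-residue peptide substrate; compound dosing: one concentration, 20 µM, with 1.0% DMSO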
# CSN deneddyl inh: CSN deneddylation inhibition. hit rate 0.38% among 360,000. Purified CSN, SCF-Nedd8-OG deneddylation, fluorescence polarization. Q92905. inhibition, % at 12.5 µM;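 active means pattern-corrected inhibition above about 35%, with an unprinted fluorescence ratio check between 0.5 and 1.5, limit read from the data, passing the limit was not always enough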;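 further: 0% = enzyme with substrate and 100% = substrate without enzyme; some results filed as inactive read as strong as hits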
#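 Detection – fluorescence polarization · System – HEK293T-derived human Csn5 enzyme · Controls – substrate-only high control, full reaction low control · Timing – 90 min, room temperature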
# Rpn11 inh: inhibitors of human proteasome Rpn11; O00487; human 26S proteasome, Ub4-pepOG fluorescence polarization; 20S core pre-blocked with epoxomicin; calls only at 20 µM; hit rate 0.59% among 360,000; AID 588493;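 active means inhibition at 20 µM, scaled to each plate's controls, above about 33%, limit read from the data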
# PABP1 MLLE inh: inhibitors of microRNA-mediated deadenylation, human PABP1 MLLE binding. P11940. GST-MLLE / FITC-PAM2 fluorescence polarization. inhibition, % at 20 µM. hit rate 0.36% among 360,000. AID 588489; in the data active means inhibition above about 35%, passing the limit was not always enough;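 further: plate controls were DMSO wells with GST-MLLE for no effect and wells lacking GST-MLLE protein for full effect; some results filed as inactive read as strong as hits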
# STEP inh: blocks human striatal-enriched tyrosine phosphatase | P54829 | recombinant STEP, OMFP fluorogenic substrate, fluorescence | inhibition, % at 20 µM | hit rate 0.25% among 360,000 | AID 588621;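 active means inhibition at 20 µM, scaled per plate between control wells, above about 37%, limit read from the data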;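 further: 0% = DMSO with enzyme and substrate and 100% = substrate only without enzyme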
#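 Material: STEP (striatal-enriched tyrosine phosphatase) enzyme, cell-free; Compound dosing: 20 µM single dose in 1% DMSO; Technique: fluorescence read at 480 nm ex / 540 nm em; Times: reaction 20 min, ambient temperature; Medium: 50 mM Bis-Tris pH 6.0 with 2.5 mM DTT and 0.005% Tween 20; Also added: OMFP at 25 µM.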
# NadD inh: inhibitors of Staphylococcus aureus NadD | purified NadD enzyme, colorimetric absorbance read-out | inhibition, % at 20 µM | hit rate 0.78% among 360,000 | AID 602399; in the data active means inhibition above about 26%; further: some compounds past the cut are filed as inactive
# DNMT1 inh: inhibitors of human DNMT1 | inhibition (reported as % activation of signal), % at 10 µM | P26358 | DNMT1 molecular beacon, Hinp1I cleavage, fluorescence | hit rate 0.83% among 360,000 | AID 588458; in the data active means inhibition above about 50%
# Target sequence (P26358 504-1616 limits assumed): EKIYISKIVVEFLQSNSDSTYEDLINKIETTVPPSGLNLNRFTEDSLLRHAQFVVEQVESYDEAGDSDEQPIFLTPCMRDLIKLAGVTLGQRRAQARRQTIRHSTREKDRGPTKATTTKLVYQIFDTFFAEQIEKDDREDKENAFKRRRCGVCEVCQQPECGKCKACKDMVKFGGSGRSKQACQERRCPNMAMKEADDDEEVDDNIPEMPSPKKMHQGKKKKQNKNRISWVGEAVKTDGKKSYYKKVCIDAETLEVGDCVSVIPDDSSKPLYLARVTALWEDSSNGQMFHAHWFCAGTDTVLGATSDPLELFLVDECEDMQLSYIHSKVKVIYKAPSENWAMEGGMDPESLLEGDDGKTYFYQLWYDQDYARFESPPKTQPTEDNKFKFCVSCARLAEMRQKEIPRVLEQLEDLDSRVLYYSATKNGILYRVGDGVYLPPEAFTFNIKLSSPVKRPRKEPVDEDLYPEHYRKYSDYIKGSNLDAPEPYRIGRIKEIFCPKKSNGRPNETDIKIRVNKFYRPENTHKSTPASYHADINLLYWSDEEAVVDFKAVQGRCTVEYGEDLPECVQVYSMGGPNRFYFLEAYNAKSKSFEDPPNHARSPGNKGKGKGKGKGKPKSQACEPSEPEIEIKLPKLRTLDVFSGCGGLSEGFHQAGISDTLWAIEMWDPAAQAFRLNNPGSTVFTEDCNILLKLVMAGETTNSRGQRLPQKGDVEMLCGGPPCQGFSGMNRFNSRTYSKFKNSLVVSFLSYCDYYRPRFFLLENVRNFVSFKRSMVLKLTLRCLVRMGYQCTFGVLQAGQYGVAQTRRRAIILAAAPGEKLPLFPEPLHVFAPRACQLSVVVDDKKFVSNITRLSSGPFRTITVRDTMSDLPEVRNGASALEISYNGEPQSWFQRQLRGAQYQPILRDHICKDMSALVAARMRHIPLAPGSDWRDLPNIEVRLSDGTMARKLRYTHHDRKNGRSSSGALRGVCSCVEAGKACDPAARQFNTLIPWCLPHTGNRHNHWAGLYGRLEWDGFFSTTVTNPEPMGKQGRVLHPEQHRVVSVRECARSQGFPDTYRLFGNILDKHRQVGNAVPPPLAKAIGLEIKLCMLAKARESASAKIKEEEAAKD
# Tb MetRS inh: Trypanosoma brucei MetRS inhibition | purified T. brucei MetRS, ATP depletion, Kinase-Glo luminescence | inhibition, % at 11.9 µM | hit rate 0.4% among 360,000;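 active means inhibition above a per-plate cutoff of the control wells' mean inhibition plus 3 SD, cut at about 5.5% in these data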;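 further: 0% = DMSO wells median and 100% = median of wells with control inhibitor compound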
#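 assay system = parasite MetRS enzyme | timing = 15 min preincubation, 2 h reaction, all 25 °C | evaluation = percent inhibition relative to median high and low control wells | medium = HEPES buffer containing pyrophosphatase, BSA, spermine, DTT | compound = single dose, 11.9 µM final nominal, 0.9% final DMSO | detection = Kinase-Glo luminescence, ATP depletion format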
# * hit, by the source's call; i = inactive; x = not tested or not shown.
SMILES,SUMO1-SIM PPI,LMPTP inh,Scp-1 inhibitor,CSN deneddyl inh,Rpn11 inh,PABP1 MLLE inh,STEP inh,NadD inh,DNMT1 inh,Tb MetRS inh
COc1ccc(-c2[nH]ncc2CN(Cc2nccn2C)C(C)C)c(F)c1,1.6,-0.9,-0.8,-1.4,i,-26.5,-0.8,-4.5,1.2,-0.4
CCOc1cc(C(=O)OC(C(=O)NC(=O)NC)c2ccccc2)ccc1OCC(=O)N1CCOCC1 (stereo not given),0.6,-1.3,-4.7,-6.1,i,-39.0,-0.9,4.4,0.3,-0.3
CCN1C(=O)N(c2cccc3ccccc23)C(C)=CC1(C)C,0.4,0.6,-8.5,4.3,i,-1.5,-0.6,1.5,1.9,-0.9
O=C(O)CSc1nnc(COc2cccc3cccnc23)n1-c1ccc(Cl)cc1,-2.2,0.1,-0.9,-0.1,i,-110.6,3.0,-0.6,-3.4,0.3
CN(C)C(=O)c1c2c(nc3ccccc13)CCCC2,3.1,-2.0,-8.2,-8.1,i,2.7,8.3,-8.7,1.5,0.2
COc1ccccc1-n1c(SCC(=O)N2CCOCC2)nc(O)c(Cc2ccccc2)c1=O,1.9,-3.1,2.8,-4.0,i,30.1,-4.0,-2.0,6.0,-1.1
COc1ccc(NC(=O)N(C)C[C@H]2Oc3c(NS(=O)(=O)c4cccs4)cccc3C(=O)N([C@H](C)CO)C[C@@H]2C)cc1,2.2,-0.2,-8.2,-0.9,i,5.5,-0.8,-1.2,-1.7,-0.1
COc1cc(OC)cc(OC2(C)CCN(Cc3ccc(OC(C)C)cc3)C2)c1 (stereo not given),2.7,-1.6,x,-0.8,i,16.1,-1.6,-8.1,-4.1,-0.2
CC(=O)NC(c1ccccc1)c1nc(-c2csc3ccccc23)cs1 (stereo not given),-2.2,-0.6,x,-1.4,i,2.2,0.3,-3.6,6.4,-0.1
COc1ccccc1N1CC(C(=O)Nc2ccc(S(=O)(=O)N3CCOCC3)cc2)CC1=O (stereo not given),0.9,1.1,25.8,1.5,i,-8.4,-2.1,3.5,4.2,-0.5
CCOc1ccc(C2/C(=C(\O)c3ccc4c(c3)OCCO4)C(=O)C(=O)N2Cc2cccnc2)cc1OCC (stereo not given),-2.9,0.3,-7.5,-1.8,i,10.3,0.5,-0.9,-3.1,0.0
Cc1onc(-c2ccccc2)c1C(=O)Nc1ccc(Cl)c(S(=O)(=O)N2CCOCC2)c1,2.6,-0.7,-10.4,-0.1,i,-15.0,0.1,-6.8,-0.3,-0.3
CCOc1ccccc1NC(=O)COC(=O)CN1C(=O)NC(C)(C)C1=O,3.9,-0.4,-2.4,-2.3,i,10.6,0.9,-6.3,-0.9,-0.4
Cc1c(Cl)ccc2c(C(=O)NCCN3CCCCC3)cc(-c3ccccn3)nc12,-40.9,-2.2,2.2,8.2,i,-6.5,-0.1,-4.1,2.2,-1.0
COc1ccc(-c2c(NC(=O)c3ccco3)oc3c(C)cccc3c2=O)cc1,2.8,0.4,-11.0,-4.1,i,6.5,1.4,-4.1,2.9,0.0
COc1cccc(CNC(=O)Cn2c(=O)n(CCC(=O)N3CCCCC3)c(=O)c3sccc32)c1,-5.6,-1.1,16.5,-4.1,i,-16.1,-1.3,8.2,1.0,-0.2
O=S(=O)(c1ccc(Cl)cc1)N1CCN(c2nc(-c3cccs3)nc3ccccc23)CC1,5.5,1.2,7.5,-20.2,i,-7.3,-1.8,29.5*,6.2,-0.5
Cc1ccc(NC(=O)c2nn(C34CC5CC(CC(C5)C3)C4)cc2[N+](=O)[O-])cc1,-12.5,0.9,-0.3,-1.3,i,0.7,11.6,4.6,0.5,-0.5
CN(C)C=NC(=O)c1ccc(N2CCN(c3ncc(C(F)(F)F)cc3Cl)CC2)cc1,-1.2,-1.4,-6.2,5.2,i,-2.8,-2.3,-6.3,-1.9,-0.9
CC(=O)c1ccc(N2CCN(S(=O)(=O)c3ccccc3)CC2)c(F)c1,-3.5,0.0,-7.0,0.8,i,9.1,2.1,-7.6,-4.7,-0.2
COc1ccc(N(C(=O)Cn2nnc3ccccc32)C(C(=O)NCc2ccco2)c2ccc(C)o2)cc1 (stereo not given),2.3,0.8,-1.8,-2.9,i,-0.2,-1.7,-1.6,0.2,1.2
CCc1noc(C)c1C(=O)Nc1nc(-c2ccc(NC(C)=O)cc2)cs1,0.6,0.1,-3.4,0.0,i,8.8,-0.7,-0.7,-2.1,-0.4
Cn1c(C(=O)NCc2cccs2)cc2c(=O)n(C)c3ccccc3c21,-11.3,-0.4,-4.1,-1.6,i,-9.4,0.1,-2.5,4.1,-0.9
COc1ccccc1NC(=O)N1CCC(c2nnc(SCC(N)=O)n2C)CC1,-5.0,-1.1,-17.3,1.8,i,-1.4,1.3,-2.0,-2.7,-0.3
CCCS(=O)(=O)N1CCC(C(=O)NCCCN(CC)c2cccc(C)c2)CC1,1.6,-0.1,2.9,5.1,i,5.0,-3.3,-7.2,-2.4,0.1

# Reprinted from the part before: 3 entries; new compounds follow.
SMILES,SUMO1-SIM PPI,LMPTP inh,Scp-1 inhibitor,CSN deneddyl inh,Rpn11 inh,PABP1 MLLE inh,STEP inh,NadD inh,DNMT1 inh,Tb MetRS inh
Cn1c(C(=O)NCc2cccs2)cc2c(=O)n(C)c3ccccc3c21,-11.3,-0.4,-4.1,-1.6,i,-9.4,0.1,-2.5,4.1,-0.9
COc1ccccc1NC(=O)N1CCC(c2nnc(SCC(N)=O)n2C)CC1,-5.0,-1.1,-17.3,1.8,i,-1.4,1.3,-2.0,-2.7,-0.3
CCCS(=O)(=O)N1CCC(C(=O)NCCCN(CC)c2cccc(C)c2)CC1,1.6,-0.1,2.9,5.1,i,5.0,-3.3,-7.2,-2.4,0.1
COc1ccc(-n2cnnc2SCc2ncc(-c3ccccc3)o2)cc1,-0.7,-1.3,-10.8,-7.7,i,-6.2,3.8,-3.7,3.7,-1.0
CCOc1ccc(Cc2nnc(N)s2)cc1OCC,-1.3,-2.3,-4.5,1.4,i,2.5,-1.7,-5.4,-2.9,-0.6
O=C(Cc1ccc([N+](=O)[O-])cc1)Nc1ccc2c(c1)CCC2,-7.8,1.3,23.6,3.6,i,-10.7,1.3,8.5,-2.0,-1.1
O=C(CCn1c(=O)oc2ccccc21)NCCCN1CCOCC1,3.5,-5.0,-6.4,1.0,i,8.9,-0.3,-1.6,-2.7,0.0
Cc1ccnc(NC(=O)CCC(=O)N(Cc2ccco2)C(C(=O)NC(C)C)c2ccc(F)cc2)c1 (stereo not given),-0.9,-0.6,4.4,-0.8,i,-6.4,0.2,-1.6,1.6,-0.2
NCCCC[C@H]1CN=C(N)N1CCC12CC3CC(CC(C3)C1)C2,-32.7,-1.3,-5.6,1.3,i,-3.5,3.2,-8.3,1.1,-0.2
CSc1nc2ccc(NS(=O)(=O)c3ccc(Br)s3)cc2s1,3.3,3.9,-10.9,0.0,i,11.9,-1.5,-6.3,-1.8,-0.4
Cc1ccc(/C=N/NC(=O)C(C)Oc2cccc3ccccc23)o1 (stereo not given),-16.6,0.7,1.0,4.3,i,9.5,0.9,5.4,2.9,-0.2
Cc1ccc(N(CC(O)CN2C(=O)NC(C)(C)C2=O)S(=O)(=O)c2ccc(C)cc2)cc1 (stereo not given),0.3,-0.2,9.7,1.5,i,-5.5,1.4,-3.7,-0.3,0.3
CCC/C(O)=C1\C(=O)CC(C)(C)CC1=Nc1ccccc1O,2.4,0.5,-6.5,6.1,i,-7.7,0.4,-2.5,4.6,0.2
Cc1cc2nnc(SCC(=O)N3CCCCCC3)n2c(N)n1,1.2,0.2,-3.4,2.6,i,-3.0,-2.5,-0.1,-0.7,0.2
Cc1[nH]n(-c2ccc(Br)cc2)c(=O)c1C=Nc1ccc(S(=O)(=O)Nc2nccs2)cc1,9.3,2.1,0.1,-4.5,i,11.1,-2.6,42.0*,-14.6,-1.9
CC(=O)NCC(=O)N(Cc1ccco1)C1(C(=O)NC2CCCC2)CCCCC1,2.6,-0.9,-4.2,-0.6,i,6.5,-2.5,-0.3,-0.5,-0.1
O=C(OCCN1C(=O)c2ccccc2C1=O)Oc1ccccc1,-7.9,-2.3,-4.3,-1.6,i,-6.1,-0.5,-3.1,1.4,-0.6
Cc1ccc(OCC(=O)NNC(=S)NC(=O)C2CCCCC2)c(C)c1,6.4,-1.3,-8.0,1.2,i,2.7,1.8,5.7,-0.9,-0.8
Cc1ccc(NC(=O)CSc2n[nH]c(=O)n2C2CC2)cc1S(=O)(=O)N1CCOCC1,-2.9,-0.8,-7.1,-7.6,i,-5.3,-0.7,2.3,6.1,-0.3
CCOC(=O)c1ccc(N=c2sc(C(=O)OC)cc(=O)n2Cc2ccco2)cc1,-1.2,3.9,-16.7,1.1,i,5.1,4.4,3.7,-6.4,0.2
COc1ccc(-n2c(Cc3cc(=O)[nH]c(=O)[nH]3)nnc2SCC(=O)Nc2cc(C(F)(F)F)ccc2Cl)cc1,3.0,-0.4,2.1,-0.4,i,24.5,-3.6,2.5,1.1,-0.3
COC(=O)c1sc2[nH]c(=S)n(N)c(=O)c2c1C,-13.8,-2.3,-0.7,-9.1,i,22.4,-1.4,-2.4,0.2,-0.1
Cc1ccc(S(=O)(=O)N2CCOCC2)cc1C(=O)Nc1ccccc1F,2.5,0.1,-12.6,2.0,i,-0.3,-1.0,-2.9,4.0,0.1
COc1cccc(C(C(=O)NCc2ccccc2)N2CCN(c3cccc(C)c3C)CC2)c1OC (stereo not given),0.1,3.7,x,-0.8,x,x,x,x,x,-0.9
COc1cccc(CN2CCC2(C)C(=O)Nc2ccc3c(c2)CCN3C(C)=O)c1F (stereo not given),3.5,0.3,x,-2.4,i,13.1,-2.1,2.1,1.8,-0.2
COc1ccc(-c2nn(-c3ccccc3)cc2/C=N/Nc2ccc(Cl)c(C(=O)O)c2)cc1OC,2.1,0.0,-5.4,2.3,i,3.3,-2.2,10.0,0.9,0.1
Cc1cc(C)n(CC(O)Cn2c3ccccc3c3ccccc32)n1 (stereo not given),-0.7,1.4,-4.9,-5.2,i,-6.9,-1.5,1.1,-6.5,-0.4
CC(C)NC(=O)CN1CCN(C(=O)CCl)CC1,-5.3,-5.4,-14.8,16.3,i,-1.5,0.2,0.8,-1.3,-0.3

# This is a random part of the collection (roughly 3.6% active in at least one column).
